Assay outcomes: PubChem BioAssay, several laboratories
Runt-SMMHC FRET = blocks binding of human RUNX1 Runt domain to CBFb-SMMHC; Q01196+Q13951; Cerulean-Runt/Venus-CBFb-SMMHC FRET ratio 530/480, 1 h; inhibition, % at 20 µM; 220,000 tested, 0.74% active; AID 1434;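 active = mean inhibition across duplicate retests at 20 µM reaching about 50%, limit read from the data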;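 also: 0% = DMSO wells and 100% = wells with excess untagged CBFb-SMMHC; inhibitors lower the FRET ratio by blocking Runt binding to CBFb-SMMHC; some results filed as inactive read as strong as hits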
EP2 mod = modulates human prostaglandin E2 receptor EP2 signaling; EP2-expressing cells, cAMP HTRF FRET, PGE2 co-stimulation; P43116; AID 940; induction, % at 25 µM; 260,000 tested, 0.83% active;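 active = compounds whose cAMP rise, as percent of the full-agonist control response, exceeds 60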;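 also: rat C6 glioma line stably carrying human EP2 under a CMV promoter; the protocol text gives 20 µM as final concentration; 100% = response of wells given 1 µM PGE2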
PERK inhibitor = blocks human PERK kinase; inhibition, % at 5.6 µM; CHO PERK-DD fusion, SEAP luminescence translation reporter; AID 1416; 220,000 tested, 0.17% active;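 active = inhibition above the mean inhibition of all tested compounds plus 3 SD, set separately per screening campaign, cut at about 2.9% in these data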;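 also: PERK kinase domain activated by AP20187 dimerizer at 100 nM; 0% = DMSO with dimerizer and 100% = rapamycin at 8.4 µM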
Target sequence (Q9NZJ5 whole entry, looked up, the tested form may be a part): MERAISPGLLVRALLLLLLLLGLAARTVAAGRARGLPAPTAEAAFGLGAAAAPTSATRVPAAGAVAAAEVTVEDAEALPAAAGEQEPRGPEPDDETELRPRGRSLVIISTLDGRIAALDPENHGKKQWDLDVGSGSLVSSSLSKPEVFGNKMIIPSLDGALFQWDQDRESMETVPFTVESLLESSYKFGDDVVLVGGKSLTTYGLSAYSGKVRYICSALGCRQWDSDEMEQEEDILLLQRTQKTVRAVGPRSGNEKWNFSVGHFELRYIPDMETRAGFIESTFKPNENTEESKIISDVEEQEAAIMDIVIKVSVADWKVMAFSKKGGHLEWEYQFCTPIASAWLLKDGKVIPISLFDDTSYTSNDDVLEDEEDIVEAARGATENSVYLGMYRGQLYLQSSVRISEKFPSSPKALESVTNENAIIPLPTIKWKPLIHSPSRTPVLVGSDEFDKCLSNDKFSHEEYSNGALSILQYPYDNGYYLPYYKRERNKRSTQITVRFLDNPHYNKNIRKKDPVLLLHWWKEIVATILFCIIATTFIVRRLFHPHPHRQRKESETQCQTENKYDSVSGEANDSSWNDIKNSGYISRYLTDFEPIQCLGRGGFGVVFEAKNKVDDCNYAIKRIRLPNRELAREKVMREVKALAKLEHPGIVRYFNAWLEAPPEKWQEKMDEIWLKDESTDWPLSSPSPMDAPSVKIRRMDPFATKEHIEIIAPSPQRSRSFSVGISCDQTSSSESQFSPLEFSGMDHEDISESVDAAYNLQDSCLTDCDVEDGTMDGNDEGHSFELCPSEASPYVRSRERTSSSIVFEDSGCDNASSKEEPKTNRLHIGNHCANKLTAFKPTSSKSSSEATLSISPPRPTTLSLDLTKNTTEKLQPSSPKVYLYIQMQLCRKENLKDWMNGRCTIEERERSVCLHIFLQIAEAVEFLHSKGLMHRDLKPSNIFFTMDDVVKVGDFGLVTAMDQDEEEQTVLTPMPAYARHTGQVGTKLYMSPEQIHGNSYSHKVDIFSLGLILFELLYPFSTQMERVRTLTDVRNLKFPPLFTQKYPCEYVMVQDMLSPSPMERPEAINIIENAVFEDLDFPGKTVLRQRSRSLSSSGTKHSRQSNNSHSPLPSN
Runt-CBFb FRET = Runt domain-CBFb interaction inhibition. 220,000 tested, 0.46% active. inhibition, % at 20 µM. Cerulean-Runt/Venus-CBFb FRET ratio 530/480, 1 h. Q01196+Q13951;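 active = inhibition over about 50% at 20 µM in the single-dose screen, limit read from the data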;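 also: 0% = DMSO wells and 100% = excess unlabeled CBFb competitor control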
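Reagent – Venus-CBFb binding partner, 100 nM · Assay system – Cerulean-tagged RUNX1 Runt domain (FRET donor) fusion protein · Input – 100 nM per protein · Incubation – two 1 h room-temperature incubations shielded from light · Measured by – FRET fluorescence · Medium – Tris buffer pH 7.5 with salts and BSA · Benchmarks – unlabeled CBFb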
L929 necroptosis = L929 zVAD cell death inhibition; 220,000 tested, 0.38% active; L929 zVAD necroptosis rescue, ATP luminescence, 24 h; with zVAD 60 µM; viability rescue, % at 10 µM;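 active = activation, scaled between plate controls, above about 75%, limit read from the data; inactive = activation under that limit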;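 also: 0% = zVAD with DMSO and 100% = DMSO alone without zVAD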
Hck-Nef inh = blocks Nef-activated human Hck kinase. P08631. Recombinant Hck-YEEI plus Nef, Z-Lyte FRET kinase assay. inhibition, % at 20 µM. 220,000 tested, 0.68% active. AID 463187;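 active = Hck-Nef kinase inhibition above about 50%, limit read from the data; inactive = inhibition below that limit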;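 also: 0% = DMSO with Hck plus Nef and 100% = Hck alone without Nef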
RBBP9 inhibitor = inhibitors of human serine hydrolase RBBP9; O75884; recombinant RBBP9, FP-Rh probe fluorescence polarization; inhibition, % at 7.94 µM; 220,000 tested, 0.2% active;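 active = inhibition above the campaign mean of all tested compounds plus 3 SD, cut at about 14% in these data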;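 also: plate controls were DMSO wells with RBBP9 for no effect and wells lacking RBBP9 protein for full effect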
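Test system – recombinant human RBBP9 · Input – RBBP9 2.5 µM in dispensing solution, pre-mixing · Medium – Tris buffer pH 8.0, NaCl, Pluronic · Schedule – preincubation 30 min plus labeling 45 min at 25 °C · Measured by – fluorescence polarization · Measure – % inhibition · Controls – DMSO and no-protein wells · Replicates – one well per compound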
TNF death inh = inhibitors of TNF-alpha induced necroptosis in Jurkat FADD-/- cells. Jurkat FADD-/- TNF necroptosis rescue, ATP luminescence, 24 h; 0 = TNF only, 100 = no-TNF cells. activation (protection from cell death), % at 10 µM. 220,000 tested, 0.068% active;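 active = activation, meaning protection from cell death, of at least 50% relative to plate controls; inactive = activation below 50%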;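 also: necroptosis triggered by 40 ng/mL TNF-alpha added together with compound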
PGE2 EP2 inh = blocks the human prostaglandin E2 receptor EP2 | P43116 | C6 glioma cells expressing human EP2, cAMP TR-FRET; cells stimulated with saturating PGE2 | inhibition, % at 25 µM | 260,000 tested, 0.52% active;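 active = percent inhibition above 40 after rounding to a whole number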;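 also: rat C6 glioma host cells with rolipram phosphodiesterase inhibitor present; the protocol text gives 20 µM as final concentration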
Numbers without * were called inactive; · = not tested or not shown; & = joins results of further samples. A portion of the library; rates above refer to the full screens.

canonical_smiles	EP2 mod	PERK inhibitor	RBBP9 inhibitor	PGE2 EP2 inh	Hck-Nef inh	TNF death inh	Runt-CBFb FRET	L929 necroptosis	Runt-SMMHC FRET
Cc1ccc2c(c1)N(Cc1ccc3c(c1)OCO3)C(=O)C(C)O2 (stereo not given)	59	0.3	-8	2	1	0.6	-1	-0.4	1
CC(=O)n1cc(C(C[N+](=O)[O-])SCCN)c2ccccc21 (stereo not given)	-50	0.1	-4	50*	1	-12	-1	-0.1	-3
Cc1c(=O)n(OCc2c(F)cccc2F)c2ccccc2[n+]1[O-]	·	1.5	9	·	1	-2.0	·	0.0	·
COc1ccc(N=C(N)SCc2ccccn2)cc1	5	0.5	-8	28	1	-1.9	-1	5.2	1
COc1ccc(/C=C/C(=O)Nc2ccc(-c3nnc4n3CCCCC4)cc2)c(OC)c1	-21	-0.8	-3	4	4	6.3	-5	1.1	-5
Cn1c(C(=O)N2CCCC(C(=O)NCCCSC3CCCCC3)C2)cc2sccc21 (stereo not given)	-6	-0.9	-5	·	1	-8.5	-5	0.0	-2
COc1ccccc1Nc1nc(-c2sc(NC(=O)c3ccco3)nc2C)cs1	8	-1.6	-9	22	3	-19	8	-0.7	9
CCOC(=O)C1=C(O)/C(=C/c2cc(C)n(-c3ccccc3)c2C)N=C1C	-24	0.2	-4	1	22	0.4	6	3.4	35
CN(C)S(=O)(=O)c1cccc(-c2cn3ccccc3n2)c1	-13	-1.2	1	9	-1	-1.2	-2	0.3	-3
CCOc1ccc2[nH]c(O)c(NC(C)=O)c2c1	22	1.4	-1	5	4	-2.2	2	-0.7	2
CC1CCN(CC(=O)Nc2ccc(Br)cc2[N+](=O)[O-])CC1	32	1.5	-3	10	15	0.1	-2	1.7	0
COc1ccc(S(=O)(=O)NCCCCCC(=O)O)cc1C(=O)O	-3	-0.1	2	9	-10	0.4	-1	0.0	4
COc1ccc([C@H]2[C@H]3C=CC[C@@H](C)[C@@H]3C(=O)N2Cc2ccccc2)cc1Cl	22	·	·	7	30	-2.3	3	2.6	1
COC(=O)CC(c1ccc(OC)c(OC)c1)c1ccc(OC)c(OC)c1	11	-0.3	-7	13	-15	-0.4	2	0.8	-1
C/C=C/c1ccc(OCCN2C(=O)NC(C)(C)C2=O)c(OC)c1	-11	0.1	5	13	0	0.2	1	·	-3
Cc1ccc(-c2nn(C(C)(C)C)c3ncnc(NS(=O)(=O)c4ccc([N+](=O)[O-])cc4)c23)cc1	62*	0.6	-4	11	46	0.7	-2	2.0	-5
COc1cccc(C(=O)NCc2n[nH]c(=S)n2-c2cccc(C)c2)c1	10	-0.1	-2	-4	1	-0.2	2	0.1	7
O=C(NN=C(Cc1ccccc1)Cc1ccccc1)c1ccncc1	1	-0.4	-12	10	19	4.1	-1	-0.6	3
NC(=O)c1cc(-c2ccccc2)nc(Oc2ccccc2)n1	5	-0.6	-4	14	-14	1.6	-2	-0.5	2
CCOC(=O)C1=C(CC)OC(N)=C(C#N)C1c1ccc(F)cc1F (stereo not given)	30	0.8	-1	7	8	-0.5	-1	-0.1	2
Cc1nn(Cc2cccc(C(=O)NC3CCCCC3)c2)c(C)c1Cl	-3	-1.0	-6	·	-1	14	-3	0.9	-1
CCOC(=O)C1(Cc2ccccc2)CCN(Cc2ccon2)CC1	-1	0.0	-4	16	16	1.3	·	-0.4	·
O=C(c1ccc(SCc2ccco2)c([N+](=O)[O-])c1)N1CCOCC1	-6	-0.7	-8	7	-25	0.5	34	2.0	3
COc1ccccc1C(=O)N/C(=C\c1ccccc1)C(=O)NC(C)C(=O)O (stereo not given)	13	0.3	-3	3	13	0.8	·	0.7	·
Brc1ccc(-c2ncc3ccccn23)cc1	-5	0.8	-5	7	30	-3.5	1	-0.3	-2
CCOc1cc(-c2cc(N)n[nH]2)cc(OCC)c1OCC	7	0.4	-8	·	4	0.3	-5	2.3	2
COc1ccc(/C=N/N2CCN(c3ccncc3S(=O)(=O)N3CCCCC3)CC2)cc1	0	-0.4	-3	12	9	2.5	-3	0.0	0
O=c1c2ccccc2cnn1Cc1n[nH]c(=S)n1-c1ccccc1	14	0.9	-11	2	3	0.3	6	0.1	-32
Cc1cccnc1NC(=O)c1ccccc1-c1ccccc1C(=O)Nc1ncccc1C	8	-0.9	0	9	1	1.4	-1	·	-6
Clc1ccc(-c2cc(C3CCNCC3)[nH]n2)cc1	-73	0.8	-1	6	20	6.2	1	59	-2
c1ccc(COc2cccc(CNn3cnnc3)c2)cc1	-12	-0.2	-6	1	0	-0.8	1	-0.1	-1
Cc1c(C(=O)OCc2nc3scc(-c4ccccc4)c3c(=O)[nH]2)cccc1[N+](=O)[O-]	-12	0.9	-14	11	4	1.5	0	1.5	-5
O=c1/c(=C/c2ccc([N+](=O)[O-])cc2)sc2n1CCCN=2	-13	-0.9	-4	14	1	-2.8	0	-0.1	1
CCOc1ccc(OCCSc2nnnn2C2CCCCC2)cc1	-3	0.0	0	·	1	-2.2	-4	-0.2	-3
O=C(c1ccc2nc(-c3ccccc3)c(-c3ccccc3)nc2c1)N1CCCCC1	45	-1.8	-12	1	4	0.6	0	0.5	0
CCCc1ccc(-c2csc(NC(=O)Cc3cccs3)n2)cc1	26	0.4	2	16	5	-4.1	2	-0.5	-4
CCN(CC)S(=O)(=O)c1ccc(Cl)c(C(=O)Nc2cc(C)nn2-c2ccccc2)c1	2	-1.0	-7	4	0	0.8	-4	0.1	-5
Cc1ccc([N+](=O)[O-])cc1NC(=O)CN1CCC(C)CC1	3	0.2	-2	·	-2	0.0	-1	1.1	-9
COc1ccccc1N1CCN(C(=O)c2ccc(S(=O)(=O)N3CCCCC3)cc2)CC1	6	-1.1	-11	5	11	-1.8	0	-0.7	1
C=CCOC(=O)C1=C[C@@H](c2csc3ccccc23)C[C@@H](OCc2ccc(CO)cc2)O1	-4	-0.1	4	1	-7	0.1	-3	1.8	-5
CCC(C)(C)NC(=O)/C=C/c1cc(OC)c(OC)c(S(=O)(=O)N2CCc3ccccc32)c1	-25	1.6	-9	5	11	1.8	-2	0.0	-5
CC1CSc2ccccc2NC1=S (stereo not given)	-18	-0.1	-10	5	4	-2.5	-8	-0.3	-6
CCOC(=O)c1oc2ccc(/C=N/O)c(Cl)c2c1C	15	0.3	-6	22	20	1.0	-2	1.2	0
CCc1nnc(NS(=O)(=O)c2ccc(NC(=S)NC(=O)c3ccccc3)cc2)s1	-114&-58	-0.3	1	21&14	7	2.0	8	1.0	5
O=C(CCN1C(=O)c2ccccc2C1=O)Nc1ccc(F)cc1F	-2	0.1	-5	8	-2	1.2	-1	0.7	4
O=C(NC1CCCCCC1)C1c2ccccc2C(=O)N1Cc1cccnc1 (stereo not given)	14	-0.6	-5	9	0	-0.3	0	-0.1	0
COc1cccc(C2C(C(C)=O)=C(O)C(=O)N2CCc2c[nH]c3ccccc23)c1 (stereo not given)	28	0.7	-5	8	2	-1.2	0	-0.1	5
CC/C(Cc1ccccc1)=N/NC(=O)c1cccc(Br)c1	4	0.3	-4	6	6	2.0	-2	·	3
CS(=O)(=O)Nc1ccc(C(=O)NCCSC2CCCCC2)cc1	-2	0.1	1	8	-2	0.8	-2	0.0	2
O=S1(=O)C[C@@H](O)[C@@H](Nc2ccccc2)C1	20	0.9	0	11	14	-0.1	2	0.0	-2

Continued.
canonical_smiles	EP2 mod	PERK inhibitor	RBBP9 inhibitor	PGE2 EP2 inh	Hck-Nef inh	TNF death inh	Runt-CBFb FRET	L929 necroptosis	Runt-SMMHC FRET
CC(C)NC(=O)C1CCN(c2ccc(S(=O)(=O)N3CCOCC3)cc2Cl)CC1	-19	0.3	-11	5	4	-0.5	-1	0.0	0
CCOc1ccccc1Nc1nc(N)nc(CN(C)C2CCCCC2)n1	-3	-0.2	0	12	9	3.3	3	1.8	-2
O=C(O)CCc1nc(-c2ccccc2Cl)no1	-9	-0.9	1	10	1	-0.9	-1	0.1	-5
Cc1cc(=O)oc2cc(Oc3ncccc3[N+](=O)[O-])ccc12	-5	0.0	-4	8	-6	-0.3	1	0.0	1
COc1ccccc1-c1nnn(C/C(N)=N/O)n1	2&0	-0.5	-1	12&10	1	0.2	1	-0.1	-1
CC(=O)OCC1(C)CN(c2ccccc2)N(C(=O)c2ccc(C(C)(C)C)cc2)C1=O (stereo not given)	11	0.1	-4	3	17	-2.3	-7	0.3	-1
CCOC(=O)CC1=NN(c2ccccc2)C(=O)/C1=C\c1ccc(OC)cc1OC	-24	0.7	-5	18	5	1.2	-4	2.1	-7
CCCn1c(O)c2ccc(C(=O)N=NC(=O)c3cccnc3)cc2c1O	-4	0.0	-4	16	0	-3.1	-1	0.0	0
COc1ccc(C(=O)N/N=C/c2ccc(OC(=O)c3ccccc3)cc2)cc1	-13	1.2	-9	7	1	1.0	1	0.8	2
Cc1csc(NC(=O)CSc2nc3sc(C)c(C)c3c(=O)[nH]2)n1	-14	1.7	0	5	8	0.4	18	0.8	24
COc1cccc(OC)c1C(=O)N1CCN(S(=O)(=O)c2ccccc2)CC1	-3&-8	0.3	-9	10&8	0	0.4	2	0.1	3
CCCOc1ccc(/C=N/NC(=O)C(C)Sc2ccccn2)cc1OCC (stereo not given)	1	-0.2	-8	7	5	2.9	-1	1.3	0
COc1cccc(-n2sc3c(c2=S)-c2cc(OC)ccc2NC3(C)C)c1	18	-0.7	-3	9	-3	-0.8	4	0.6	2
O=C1Nc2cccnc2Sc2ccccc21	15	1.5	-7	3	-1	-1.2	-3	-0.2	-1
C=CCOc1ccc(/C=C2\SC(=S)N(N3CCOCC3)C2=O)cc1	1	0.0	-2	10	48	2.2	-5	1.0	1
C=CCOc1ccccc1CNCCNC(=O)c1nonc1N	37	0.5	-4	9	17	1.8	0	-1.6	0
CCNC(=S)N1CCN=C1Nc1nc(C)cc(C)n1	1	-0.5	1	8	-7	-1.6	-1	-0.5	1
Cc1ccccc1NC(=O)Cn1nnc2ccccc21	5	0.3	-1	6	-30	0.4	-1	2.2	2
O=C(CCc1nnc(CCCCc2ccccc2)o1)NC1CCCC1	4	0.8	-9	10	24	0.8	-1	3.5	-1
COc1cccc(C2CC(c3ccc(Cl)cc3Cl)n3nc(N)nc3N2)c1 (stereo not given)	20	1.0	-4	8	1	-0.1	-41	0.4	-2
COc1ccc(NC(=O)c2cc(-c3cccc(OC)c3)on2)cc1	-7	0.0	-7	9	37	2.6	-1	1.4	-1
